SW480 rereplic: DNA re-replication induction in SW480 cells | AID 624297 | SW480 DNA re-replication, Hoechst DNA content imaging, 48 h | Potency, µM (top dose mostly 46.1 µM), inactives show at the top dose re-replication activation, actives largely listed as activators | 1.8% of 340,000 active; further: potency means the concentration at half of the fitted maximal effect; % of control where 0% means no effect; nearly all actives have a fitted effect of over 55% in size
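Compounds, transferred as 23 nL by pin tool, were incubated with cells for 48 hr; DNA content per nucleus was then quantified by Hoechst staining and fluorescence plate imaging.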
IL1B secr inh: blocks inflammasome-driven IL-1 beta release. THP-1 LPS/ATP IL-1B secretion, AlphaLISA, 16 h; active compounds read low. activity change, % at 57.5 µM. 4.7% of 360,000 active. AID 743279; in the data active means activity change below about -50%; inconclusive means mostly about -30% to -49%; further: on the % scale 0 is the no-effect control and ±100 the full control effect
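Secreted IL-1B measured by AlphaLISA bead assay after 16 h compound exposure of THP-1 cells; compounds (final up to 57.5 uM) added 1 h before LPS (250 ng/mL) and ATP (1.25 mM) stimulation; lower signal means less secretion.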
KB-3-1 cytotox: kills parental KB-3-1 adenocarcinoma cells | KB-3-1 viability, CellTiter-Glo ATP luminescence, 72 h | Potency, µM (doses to about 46.1 µM), inactives show top-dose activity change, negative = cytotoxic, usual class: cytotoxic | 1.4% of 400,000 active | AID 1347075; further: potency means the concentration at half of the fitted maximal effect; on the % scale 0 is the no-effect control and ±100 the full control effect; nearly all actives have a fitted effect of over 60% in size
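Cytotoxicity measured as CellTiter-Glo luminescence after 72 h at 37 C. Compound titrations were pinned onto drug-naive KB-3-1 parental adenocarcinoma cells grown in DMEM with 10% FBS, and normalized data fitted to concentration-response curves.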
MCF10A rereplic: inducers of DNA re-replication in MCF 10A breast cells; MCF 10A DNA re-replication, Hoechst nuclear intensity, 48 h; AID 624296; Potency, µM (top dose mostly 46.1 µM), without a hit: at the top dose activity, positive = re-replication, actives largely listed as activators; 2.9% of 350,000 active; further: potency means the concentration at half of the fitted maximal effect; % of control where 0% means no effect; nearly all actives have a fitted effect of over 50% in size
HT1080 IDH1KD tx: toxicity to HT-1080 IDH1 knockdown cells (counter line). Potency, µM (titrated, usually from 46.1 µM), for the others: at the highest dose activity, negative = toxicity, actives largely listed as cytotoxic. AID 686971. 2% of 360,000 active. HT-1080 IDH1 knockdown viability, ATP luminescence, 48 h;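 further: potency means the concentration at half of the fitted maximal effect; 0% = DMSO wells and -100% = cell-free medium wells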
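HT-1080-IDH1KD cells (IDH1 knocked down), 750/well in RPMI with 5% FBS, treated with compound 48 h at 37 degrees C. Viability by CellTiter-Glo luminescence, normalised to DMSO and no-cell wells; concentration-response curves classed.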
HT1080-NT tox: kills 2HG-producing HT-1080-NT fibrosarcoma cells; Potency, µM (series often up to 46.1 µM), for the others: at the top dose activity, negative = less viability, hits mostly cytotoxic; HT-1080-NT fibrosarcoma viability, CellTiter-Glo ATP luminescence, 48 h; 1.6% of 360,000 active;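 further: NT is the 2HG producing partner of a matched IDH1 knockdown line; potency means the concentration at half of the fitted maximal effect; 0% = DMSO-treated cells and -100% = media-only wells without cells; nearly all actives have a fitted effect of over 55% in size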
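A 48-hour cytotoxicity screen used HT-1080-NT cells plated 2 hours before compound delivery. ATP-based CellTiter-Glo luminescence measured viability, normalized to DMSO and no-cell controls.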
ATXN2 expr inh: inhibitors of ATXN2 expression | HEK-293 ATXN2-luciferase reporter, luminescence, 24 h | Potency, µM (series often up to 57 µM), inactives show top-dose activity change, negative = inhibition, hits mostly inhibitors | 0.72% of 360,000 active; further: potency means the concentration at half of the fitted maximal effect; on the % scale 0 is the no-effect control and ±100 the full control effect; nearly all actives have a fitted effect of over 55% in size
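ATXN2-luciferase reporter cells (luciferase flanked by upstream and downstream ATXN2 gene portions) were treated 24 h at 37 °C with compounds at up to 57 uM. SteadyGlo luminescence gave expression; GF-AFC fluorescence gave viability.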
ATXN viability: reduces viability in counter-screen for ATXN expression inhibitors. Potency, µM (series often up to 56.7 µM), hits mostly cytotoxic. AID 651635. S2 cells (HEK-293 line with an ATXN2-luciferase reporter) viability, CellTiter-Fluor protease fluorescence, 24 h. 0.49% of 400,000 active; further: potency means the concentration at half of the fitted maximal effect; nearly all actives have a fitted effect of over 40% in size
HepG2 tox: counter-screen for TGF-b inhibitors: cytotoxicity in HepG2 cells; HepG2 CAGA-GFP viability, ATP luminescence, 18 h; Potency, µM (series often up to 46.1 µM), for the others: at the top dose activity change, negative = cytotoxicity, usual class: cytotoxic; 0.76% of 410,000 active; further: potency means the concentration at half of the fitted maximal effect; some results filed as inactive show a strong effect at the top dose
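CellTiter-Glo luminescence gave cytotoxicity after 18 hours at 37 degrees C. The cells were HepG2 CAGA-GFP in 1% FBS DMEM, stimulated with 500 pg/mL TGF-beta after compound addition. %Activity was normalised to no-cell wells (complete cell-killing) and DMSO (no toxicity), and curves were fitted and classified.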
Numbers without * were called inactive; i = inactive; ? = inconclusive; . = no result given; & = joins results of further samples; [ ] = remark or other dose. Unless noted, the call rests on the fitted dose curve; in most records, active means well fitted curve in the direction sought with a large enough effect; inconclusive means small, poorly fitted or top-dose-only effect, or another doubt; inactive means no such curve, though single readings can be large; an effect the other way counts as inactive or inconclusive.

entry	compound	SW480 rereplic	IL1B secr inh	KB-3-1 cytotox	MCF10A rereplic	HT1080 IDH1KD tx
1	Cn1c(=O)c2c(nc(CN3CCC(C(N)=O)CC3)n2CCCc2ccccc2)n(C)c1=O	-13%	0	16%	2%	2%
2	CCOC(=O)N1CCN(CC(=O)Nc2cc(OCC)ccc2OCC)CC1	0%	-1	-1%	1%	0%
3	Cc1nc2ccc(NC(=O)c3ccc(S(=O)(=O)N4CCOCC4)cc3)cc2s1	21%	-12	0%	27%	-24%
4	N#Cc1ccc(Oc2ccc(-c3cnc4ccccc4n3)cc2)cc1C#N	-1%	9	-1%	-1%	4%
5	O=C(CCC(=O)OCc1ccc([N+](=O)[O-])cc1)Nc1ccc(F)cc1	-8%	6	10%	-2%	-7%
6	O=C(/C=C/c1cccc(F)c1)NNC(=O)c1ccncc1	0%	20	?	5%	-30%
7	Cc1ccc([N+](=O)[O-])cc1S(=O)(=O)Nc1ccc(-c2ccc(N3CCCC3)nn2)cc1	-2%	-1	?	18%	-26%
8	CC(C)C[C@H]1COc2cc(N3CCSCC3)ccc2S(=O)(=O)N1	.	-17	10%	.	2%
9	CCN(CCCNC(=O)Cn1ncc2c3ccccc3n(C)c2c1=O)Cc1ccccc1	.	.	0%	.	.
10	O=C(NC(Cc1c[nH]c2ccccc12)c1nnc2n1CCCCC2)c1cccs1 (stereo unspecified)	-1%	-10	-10%	3%	9%
11	CCCCOCCCNC(=O)C[C@@H]1C[C@@]2(C(=O)OC)CC(C)(C)CC=C2N(Cc2ccccc2)C1=O	.	?	-9%	.	-11%
12	COc1cccc(CN(C)C(=O)c2cccc(OC3CCN(C4CCCC4)CC3)c2)c1	0%	-6	-3%	?	-6%

entry	HT1080-NT tox	ATXN2 expr inh	ATXN viability	HepG2 tox
1	5%	-3%	i	-13%
2	-11%	-20%	i	-9%
3	-20%	-25%	i	1%
4	0%	8%	i	-28%
5	4%	.	?	8%
6	-8%	-8%	i	-57%
7	-9%	6%	i	-15%
8	0%	-3%	?	.
9	.	-4%	i	-13%
10	-2%	6%	i	-14%
11	-23%	.	.	.
12	0%	.	i	3%

Arranged by the number under IL1B secr inh (low to high): 3 from the list above.
#	Structure	IL1B secr inh
12	COc1cccc(CN(C)C(=O)c2cccc(OC3CCN(C4CCCC4)CC3)c2)c1	-6
2	CCOC(=O)N1CCN(CC(=O)Nc2cc(OCC)ccc2OCC)CC1	-1
1	Cn1c(=O)c2c(nc(CN3CCC(C(N)=O)CC3)n2CCCc2ccccc2)n(C)c1=O	0

Continuation.
entry	compound	SW480 rereplic	IL1B secr inh	KB-3-1 cytotox	MCF10A rereplic	HT1080 IDH1KD tx
13	COC(=O)c1c(NC(=O)c2ccc(S(=O)(=O)N3CC(C)OC(C)C3)cc2)sc2c1CCN(C)C2 (stereo unspecified)	.	17	10%	.	-30%
14	COc1ccc(NC(=S)NCCCN2CCCC2=O)c(OC)c1	?	-5	1%	7%	11%
15	CC(C)CSc1oc(-c2ccco2)nc1S(=O)(=O)c1ccc(Br)cc1	.	.	-18%	.	.
16	CCOC(=O)c1c(C)[nH]c(C(=O)/C(C#N)=C/c2ccc(OCC)cc2)c1C	?	0	12%	19%	4%
17	COC(=O)Cn1c(=NC(=O)c2cc(-c3cccs3)nc3ccccc23)sc2cc(S(N)(=O)=O)ccc21	?	-12	2%	7.3µM*	?
18	C[C@@H]1CN(C(=O)c2ccc(OC3CCN(S(=O)(=O)N(C)C)CC3)cc2)C[C@H](C)O1	-4%	3	.	2%	-1%
19	Cc1ccc(CNS(=O)(=O)c2c(C)[nH]c(C)c2C(=O)N2CCCCC2)cc1	19%	-14	-4%	3%	3%
20	COc1ccc(N2C(=O)CCC(C(=O)N3CCCCC3)C2c2ccc(F)cc2)cc1 (stereo unspecified)	1%	15	20%	-3%	-3%[9.24 µM]
21	CCOC(=O)N1CCN(C2=C(NS(=O)(=O)c3ccc(Br)cc3)C(=O)c3ccccc3C2=O)CC1	.	13	?	.	?
22	Cc1cccc(NC(=O)CCN2CCOCC2)c1	-2%	0	-3%	9%	-7%
23	C=CCC(Nc1ccco1)c1ccccc1 (stereo unspecified)	0%	3	-12%	-1%	0%
24	O=C(O)c1cccc(Nc2ncnc3ccc(Br)cc23)c1	1%	27	3%&21%	-10%	1%

entry	HT1080-NT tox	ATXN2 expr inh	ATXN viability	HepG2 tox
13	-3%	.	.	-62%
14	18%	-15%	i	-13%
15	.	-16%	i	-15%
16	3%	3%	i	7%
17	-19%	-19%	i	3%
18	-1%	-7%	i	-28%
19	8%	10%	i	3%
20	3%	-14%	?	-8%
21	-28%	.	?	-81%
22	-3%	-6%	i	-18%
23	-9%	-12%	i	-28%
24	11%	25%&1%	i	-1%&-31%

Of the compounds above, these contain two or more sulfur atoms.
entry	compound	SW480 rereplic	IL1B secr inh	KB-3-1 cytotox	MCF10A rereplic	HT1080 IDH1KD tx
3	Cc1nc2ccc(NC(=O)c3ccc(S(=O)(=O)N4CCOCC4)cc3)cc2s1	21%	-12	0%	27%	-24%
8	CC(C)C[C@H]1COc2cc(N3CCSCC3)ccc2S(=O)(=O)N1	.	-17	10%	.	2%
13	COC(=O)c1c(NC(=O)c2ccc(S(=O)(=O)N3CC(C)OC(C)C3)cc2)sc2c1CCN(C)C2 (stereo unspecified)	.	17	10%	.	-30%
15	CC(C)CSc1oc(-c2ccco2)nc1S(=O)(=O)c1ccc(Br)cc1	.	.	-18%	.	.
17	COC(=O)Cn1c(=NC(=O)c2cc(-c3cccs3)nc3ccccc23)sc2cc(S(N)(=O)=O)ccc21	?	-12	2%	7.3µM*	?

entry	HT1080-NT tox	ATXN2 expr inh	ATXN viability	HepG2 tox
3	-20%	-25%	i	1%
8	0%	-3%	?	.
13	-3%	.	.	-62%
15	.	-16%	i	-15%
17	-19%	-19%	i	3%

Remaining list, next part.
entry	compound	SW480 rereplic	IL1B secr inh	KB-3-1 cytotox	MCF10A rereplic	HT1080 IDH1KD tx
25	Cc1cccc(N(CC(=O)Nc2ccc(F)cc2)S(C)(=O)=O)c1	6%	-13	-1%	-1%	11%
26	O=C(c1cccs1)N1CCN(c2ccccc2)CC1	-18%	-7	10%	-2%	15%
27	Cc1ccc(C(=O)NNC(=O)c2csc(N3CCOCC3)n2)s1	0%	-3	17%	-1%	-2%
28	Nc1cc(=O)[nH]c(SCC(=O)Nc2ccc(N3CCCCC3)cc2)n1	-15%	-6	-30%	4%	7%
29	CC1(Cc2ccccc2OC(F)(F)F)C(=O)Nc2ccc(OC(F)(F)F)cc21 (stereo unspecified)	.	?	0%	.	21µM*
30	CC(=O)C1CCCN(C(=O)c2ccc3oc(CCc4ccccc4)nc3c2)C1 (stereo unspecified)	-2%	14	-3%	15%	-8%
31	O=C(O)CC1(CC(=O)NCc2ccc(F)cc2)CCCCC1	-2%	-10	5%	3%	18%
32	CN(Cc1ccc(Cl)s1)C(=O)CN1C(=O)N(C)C2(CCCCC2)C1=O	-6%	-9	10%	-2%	16%
33	COc1ccc(NC(=O)CN(C)C(=O)c2cn(-c3ccccc3)nc2-c2ccc(F)cc2)cc1	-9%	-53*	?	8%	-12%
34	COc1ccc(-c2ccnc3c(C#N)cnn23)cc1	-7%	-13	-10%	-5%	-9%
35	COc1ccc(Nc2nnc(-c3ccc(C)c(S(=O)(=O)N4CCOCC4)c3)c3ccccc23)cc1	.	.	-17%	.	.
36	CCCCNC(=O)CCCN1C(=O)CCn2nc(-c3cccn3C)cc21	.	.	10%	.	.

entry	HT1080-NT tox	ATXN2 expr inh	ATXN viability	HepG2 tox
25	8%	-3%	i	3%
26	41%	8%	i	-3%
27	-12%	4%	i	2%
28	10%	3%	i	6%
29	?	?	?	-106%
30	-2%	3%	i	-27%
31	7%	.	i	-7%
32	8%	22%	i	0%
33	-21%	?	?	-35%
34	21%	-25%[11.3 µM]	i	5%
35	.	2%	i	23%
36	.	3%	i	1%

Other structures follow.
entry	compound	SW480 rereplic	IL1B secr inh	KB-3-1 cytotox	MCF10A rereplic	HT1080 IDH1KD tx
37	CCCN1CCC(=O)N([C@H](CO)c2ccccc2)CC1	-36%[inhibitor]	12	0%&1%	-2%	13%
38	N#Cc1ccc(CSc2nnc(NC(=O)CN3C(=O)C4CC=CCC4C3=O)s2)cc1 (stereo unspecified)	8%	-18	9%	-3%	-5%
39	Cc1cc(=O)c(C(=O)Nc2cccc(C(=O)NC3CC3)c2)nn1-c1ccccc1Cl	?	-54*	?	-3%	-1%
40	CC(Oc1ccc(S(=O)(=O)N2CCCC2)cc1[N+](=O)[O-])C(=O)NC(C)c1ccccc1 (stereo unspecified)	12%	-13	-1%	3%	-11%
41	COc1cc(C(=O)Nc2ccc3c(c2)ncn3C)cc(OC)c1OC	?	82	?	3.7µM*	?
42	CSc1ccc(/C=N/N2CCN(Cc3ccc(Cl)cc3)CC2)cc1	-1%	-27	-25%	9%	1%
43	N#C/C(=C\c1cccc(Cl)c1)C(=O)c1ccccc1	-2%	0	-1%	16%	4%
44	CC(C(=O)O)c1ccc2c(c1)Cc1cccnc1O2 (stereo unspecified)	-3%	.	.	-2%	.
45	CC(C)(C)[C@H]1C=C(C(=O)NCc2ccccc2)O[C@@H](OCCCCO)C1	0%	-16	4%	0%	7%
46	O=S1(=O)[C@H]2C[C@@H]3C=C[C@@]2(CN1Cc1cccc(Cl)c1)O3	-26%	8	8%&5%	-7%	0%

entry	HT1080-NT tox	ATXN2 expr inh	ATXN viability	HepG2 tox
37	13%	10%	i	-5%&0%
38	-6%	14%	i	1%
39	-5%	-1%	i	-10%
40	1%	2%	?	0%
41	?	15%	i	4%
42	1%	?	i	-2%
43	2%	.	i	2%
44	.	2%	i	.
45	0%	4%	i	-9%
46	0%	3%	i	-6%&12%
